# KB-V1 cytotox: qHTS assay for MDR1-selective chemotherapeutics: Primary screen using the drug-selected MDR subline cells KB-V1 | KB-V1 MDR cells viability, CellTiter-Glo, 72 h | Potency, µM (doses to about 46.1 µM), for inactives: at the top dose activity change, negative = cytotoxicity, usual class: cytotoxic | hit rate 3.4% among 400,000 | AID 1347076, 2019; note: potency is the fitted concentration of half-maximal effect; % is set by controls: 0 for no effect and ±100 for the full control effect; nearly all actives have a fitted effect of over 60% in size
#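 Compound-treated KB-V1 multidrug-resistant cells, 72 h, 37 degrees C; viability by CellTiter-Glo. Fitted qHTS curves give the values.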
# HT1080NT lethal: qHTS for induction of synthetic lethality in tumor cells producing 2HG: qHTS for the HT-1080-NT fibrosarcoma cell line; Potency, µM (titrated, usually from 46.1 µM), inactives show top-dose activity, negative = less viability, usual class: cytotoxic; HT-1080-NT fibrosarcoma viability, CellTiter-Glo ATP luminescence, 48 h; hit rate 1.6% among 360,000; AID 686970, 2013;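 note: NT is the 2HG producing partner of a matched IDH1 knockdown line; potency is the fitted concentration of half-maximal effect; 0% = DMSO-treated cells and -100% = media-only wells without cells; nearly all actives have a fitted effect of over 55% in size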
#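 Viability of the 2HG-overproducing fibrosarcoma line after 48 hours of compound exposure at 37 degrees C was determined by luminescence with CellTiter-Glo, and concentration-effect curves were then fitted and categorized.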
# SW480 rerep: A quantitative high throughput screen for small molecules that induce DNA re-replication in SW480 colon adenocarcinoma cells; SW480 DNA re-replication, Hoechst DNA content imaging, 48 h; hit rate 1.8% among 340,000; Potency, µM (highest dose often 46.1 µM), inactives show at the top dose re-replication activation, usual class: activators; AID 624297, 2012; note: potency is the fitted concentration of half-maximal effect; % of control where 0% means no effect; nearly all actives have a fitted effect of over 55% in size
#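 Image-based DNA-content assay: after two days of treatment, nuclei were labelled with the DNA dye Hoechst and imaged, and hits were compounds raising the count of nuclei showing high fluorescence intensity.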
# DRD3 agonist: qHTS of D3 Dopamine Receptor Agonist: qHTS | D3R DiscoveRx beta-arrestin cells, luminescence, 90 min | hit rate 0.58% among 410,000 | D(3) dopamine receptor (Homo sapiens), P35462 | max activation, %; in the data active = max activation above about 30%; note: 0% is about no effect; mostly tested at two doses, the higher about 12 µM
# Target sequence (P35462 whole entry, looked up): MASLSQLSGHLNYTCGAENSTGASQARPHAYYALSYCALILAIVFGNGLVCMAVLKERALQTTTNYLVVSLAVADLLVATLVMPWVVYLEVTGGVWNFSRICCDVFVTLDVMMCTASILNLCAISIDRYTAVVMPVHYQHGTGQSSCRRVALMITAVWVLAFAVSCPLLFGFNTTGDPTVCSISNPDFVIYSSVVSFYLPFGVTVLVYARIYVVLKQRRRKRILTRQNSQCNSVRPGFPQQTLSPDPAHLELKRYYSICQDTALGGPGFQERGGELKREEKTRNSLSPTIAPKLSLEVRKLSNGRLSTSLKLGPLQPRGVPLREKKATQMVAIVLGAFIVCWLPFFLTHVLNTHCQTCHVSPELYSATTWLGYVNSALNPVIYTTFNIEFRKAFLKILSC
#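 Cells at 1500/well, incubated overnight, then treated with pinned compounds (dopamine as control) for 90 min at 37 degrees C. DiscoveRx reagent added for 30 - 60 minutes at room temperature; luminescence read.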
# HT1080 IDH1KD tx: qHTS for induction of synthetic lethality in tumor cells producing 2HG: qHTS for the HT-1080-IDH1KD cell line | HT-1080 IDH1 knockdown viability, ATP luminescence, 48 h | Potency, µM (titrated, usually from 46.1 µM), for the others: at the top dose activity, negative = toxicity, actives largely listed as cytotoxic | hit rate 2% among 360,000;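 note: potency is the fitted concentration of half-maximal effect; 0% = DMSO wells and -100% = cell-free medium wells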
#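 Viability of IDH1-knockdown HT-1080 fibrosarcoma cells was assessed by CellTiter-Glo after 48 h at 37 °C with titrated compound; concentration-effect curves were classified by fit quality and response size.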
# IL-1B inflam inh: qHTS for Inhibitors of Inflammasome Signaling: IL-1-beta AlphaLISA Primary Screen | THP-1 LPS/ATP IL-1B secretion, AlphaLISA, 16 h; stronger effect = lower value | activity change, % at 57.5 µM | hit rate 4.7% among 360,000; in the data active = activity change below about -50%; inconclusive = mostly about -30% to -49%; note: % is set by controls: 0 for no effect and ±100 for the full control effect
#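 THP-1 cells pretreated 1 hr with compounds (up to 57.5 uM final), then stimulated with LPS (250 ng/mL final) plus ATP (1.25 mM final); secreted IL-1B measured by AlphaLISA after 16 hr, decreased signal indicating inhibition.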
# GLP1R cytotox: qHTS of GLP-1 Receptor Inverse Agonists: Cytotox Screen; Potency, µM (doses to about 38.3 µM), for the others: at the highest dose activity change, negative = inhibition, most hits filed as inhibitors; hit rate 0.13% among 410,000; HEK293 cAMP-luciferase reporter cells, luminescence, 24 h;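 note: loss of luciferase light is scored as toxicity; potency is the fitted concentration of half-maximal effect; % is set by controls: 0 for no effect and ±100 for the full control effect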
#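 Compound-treated cells are incubated 24 hr at 37 deg C under 5% CO2 after a 12 hour attachment period, then luciferase detection reagent is added and luminescence is measured following 12 min at room temperature; lowered signal indicates toxicity.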
# KB-3-1 cytotox: qHTS assay for MDR1-selective chemotherapeutics: Primary screen using the parental adenocarcinoma cell KB-3-1; KB-3-1 viability, CellTiter-Glo ATP luminescence, 72 h; hit rate 1.4% among 400,000; Potency, µM (highest dose often 46.1 µM), for the others: top-dose activity change, negative = cytotoxic, most hits filed as cytotoxic; note: potency is the fitted concentration of half-maximal effect; % is set by controls: 0 for no effect and ±100 for the full control effect; nearly all actives have a fitted effect of over 60% in size
#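 Cytotoxicity measured as CellTiter-Glo luminescence after 72 h at 37 C. Compound titrations were pinned onto drug-naive KB-3-1 parental adenocarcinoma cells grown in DMEM with 10% FBS, and normalized data fitted to concentration-response curves.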
# MCF10A rereplic: A quantitative high throughput screen for small molecules that induce DNA re-replication in MCF 10a normal breast cells. MCF 10A DNA re-replication, Hoechst nuclear intensity, 48 h. Potency, µM (top dose mostly 46.1 µM), without a hit: at the highest dose activity, positive = re-replication, usual class: activators. hit rate 2.9% among 350,000. AID 624296, 2012; note: potency is the fitted concentration of half-maximal effect; % of control where 0% means no effect; nearly all actives have a fitted effect of over 50% in size
# * marks the source's active call; other numbers are inactive results; u = inconclusive; x = not tested or not shown; & = joins results of further samples; [ ] = dose if it differs, or a comment. Unless noted, calls come from the whole dose curve; as a rule, active = well fitted curve in the direction sought with a large enough effect; inconclusive = small, poorly fitted or top-dose-only effect, or another doubt; inactive = no such curve, though single readings can be large; an effect the other way counts as inactive or inconclusive.
SMILES,KB-V1 cytotox,HT1080NT lethal,SW480 rerep,DRD3 agonist,HT1080 IDH1KD tx,IL-1B inflam inh,GLP1R cytotox,KB-3-1 cytotox,MCF10A rereplic
O=C(NCCCN1CCOCC1)c1cc(Cl)ccc1Cl,14.6%,-1.7%,u,0.6,4.3%,18.5,-6.7%,1.3%,-3.1%
COC(=O)c1cccc(NC(N)=S)c1,2.5%,-0.2%,18.9%,-3.3,2.0%,-29.1,1.0%,u,-26.3%
O=C1/C(=C/c2ccncc2)CCC/C1=C\c1ccncc1,u,4.61µM*,2.59µM*,-11.9,4.11µM*,u,u,7.31µM*,3.66µM*
COc1ccc(CCNC2CC(C)N(C)CC2C)cc1OC (stereo not drawn),-27.4%,-3.3%,-1.6%,1.2,0.3%,-4.0,-10.0%,-7.4%,-3.9%
CCOc1ccc2nc(N3CCCC(C(=O)Nc4c(C)cccc4C)C3)sc2c1 (stereo not drawn),-0.1%,x,x,5.8,x,x,0.5%,12.6%,x
Cc1cc(C)c(OCC(O)CN2CCN(c3ccccn3)CC2)c(C)c1 (stereo not drawn),u,-6.8%,-3.2%,106.0*,0.3%,-18.5,-16.4%,u,-11.6%
O=C(c1ccco1)N1CCN(C(=O)c2oc(=O)c3ccccc3c2-c2ccccc2)CC1,-24.1%,-6.6%,-1.9%,-5.5,-4.4%,-1.7,-4.7%,-13.0%,0.1%
CCN1CCN(C(=O)c2cc(-c3cccnc3)nc3ccc(Br)cc23)CC1,0.0%,4.0%,-4.7%,3.5,-1.1%,13.3,0.1%,8.6%,0.8%
Cn1c(=O)c([N+](=O)[O-])c(NCc2ccc3c(c2)OCO3)c2ccccc21,0.0%,-0.4%,-1.7%,9.0,4.3%,38.6,-10.7%,4.4%,4.6%
Cc1ccc(S(=O)(=O)N(CC(=O)Nc2ccc(Cl)c([N+](=O)[O-])c2)C2CCCCC2)cc1,4.61µM*,-1.3%,u,-10.0,-22.9%,-2.8,0.7%,u,u
C(=C\c1ccccc1)/CN1CCN(C(c2cccc3ccccc23)c2nnnn2Cc2ccccc2)CC1 (stereo not drawn),u,u,x,-11.3,u,u,-12.1%,-6.3%,x
C=CCn1c(N)c(C(=O)Nc2ccc(C)cc2)sc1=S,18.4µM*,0.2%,-7.3%,-2.0,-17.5%,-25.4,0.0%,5.0%,6.3%
COC(=O)C1N[C@@H]([C@@H](NC(=O)COc2ccccc2)C(=O)Nc2ccc(OC)cc2)SC1(C)C (stereo partly drawn),29.3%&-19.2%,12.3%,-7.5%,10.5,2.3%,4.5,u,2.7%&17.5%,-18.8%
CC(C)C(=O)Nc1cccc(COc2cccc(CN(Cc3ccccc3)C(=O)OC(C)(C)C)c2)c1,u,-0.7%,4.2%,-5.7,-13.0%,1.2,17.0%,u,1.84µM*
COc1ccc(CCNC(=O)CCCn2c(=O)c3ccccc3n(CC(=O)Nc3cccc(C)c3)c2=O)cc1OC,0.8%,x,x,0.5,x,x,-15.2%,16.7%,x
COC(=O)c1ccc(CN2C(=O)c3ccccc3S2(=O)=O)cc1,9.2%,21.5%,-0.2%,-6.8,3.9%,21.4,1.2%,-0.1%,3.3%
O=C(NCCc1ccccc1)c1cc(-c2ccc3c(c2)OCO3)on1,-5.1%,u,16.5%,1.4,-5.1%,14.9,-7.1%,-2.1%,-0.6%
CN(C)c1nc2c(c(=O)[nH]c(=O)n2C)n1CCOc1ccccc1,u,-1.2%,-12.0%,3.9,-5.4%,50.6,-1.3%,u,9.5%
CC(C)N(C(=O)Cc1ccccc1[N+](=O)[O-])C(C)C,-0.5%,9.9%,-4.2%,1.3,2.5%,67.8,5.1%,21.8%,3.0%
O=C(Nc1ccncc1)c1ccc(C(=O)Nc2ccncc2)cc1,5.7%,10.2%,-2.8%,-1.2,3.4%,9.0,8.4%,2.5%,-0.3%

# Record cards, as listed above. Order of values: KB-V1 cytotox | HT1080NT lethal | SW480 rerep | DRD3 agonist | HT1080 IDH1KD tx | IL-1B inflam inh | GLP1R cytotox | KB-3-1 cytotox | MCF10A rereplic
# CCOc1ccc2nc(N3CCCC(C(=O)Nc4c(C)cccc4C)C3)sc2c1 (stereo not drawn) in the list: -0.1% | x | x | 5.8 | x | x | 0.5% | 12.6% | x
# C(=C\c1ccccc1)/CN1CCN(C(c2cccc3ccccc23)c2nnnn2Cc2ccccc2)CC1 (stereo not drawn) in the list: u | u | x | -11.3 | u | u | -12.1% | -6.3% | x
# O=C(c1ccco1)N1CCN(C(=O)c2oc(=O)c3ccccc3c2-c2ccccc2)CC1 in the list: -24.1% | -6.6% | -1.9% | -5.5 | -4.4% | -1.7 | -4.7% | -13.0% | 0.1%
# COC(=O)c1ccc(CN2C(=O)c3ccccc3S2(=O)=O)cc1 in the list: 9.2% | 21.5% | -0.2% | -6.8 | 3.9% | 21.4 | 1.2% | -0.1% | 3.3%

# Following part.
SMILES,KB-V1 cytotox,HT1080NT lethal,SW480 rerep,DRD3 agonist,HT1080 IDH1KD tx,IL-1B inflam inh,GLP1R cytotox,KB-3-1 cytotox,MCF10A rereplic
Cn1c(=O)c2c(nc(SCCCC#N)n2Cc2c(F)cccc2Cl)n(C)c1=O,0.7%,1.0%,-11.2%,4.2,-4.4%,10.1,0.8%,5.5%,-5.7%
CC(=O)Nc1cc(S(=O)(=O)Nc2ccccc2C)c(C)cc1C,-0.6%,-4.8%,-3.7%,0.5,-1.9%,7.6,6.3%,0.0%,-2.1%
O=C(O)c1cccc(Nc2nc(-c3cccnc3)nc3ccccc23)c1,-5.0%,1.8%,1.9%,2.4,-18.8%,28.5,1.5%,u,u
Cc1cccc(N2CCN(C(=O)CN3C(=O)COc4ccc(S(=O)(=O)N5CCC(C)CC5)cc43)CC2C)c1 (stereo not drawn),-24.5%,x,x,-1.2,x,x,4.7%,-2.6%,x
CC(C)(C)OC(=O)N1CCC(CNC(=O)c2ccc(F)cc2F)CC1,u,1.1%,-79.3%[inhibitor],8.0,-5.6%,27.1,u,3.6%,-3.0%
Cc1[nH]c(=O)[nH]c(=S)c1C(=O)Nc1ccc(Cl)c(Cl)c1,19.4%,-1.7%,-14.1%,-1.2,-2.8%,15.1,4.0%,4.0%,0.4%
COCCn1c(=S)[nH]c2cc(C(=O)N3CCN(c4ccc(F)cc4)CC3)ccc2c1=O,-6.8%,10.1%[9.24 µM],-0.4%,10.6,8.2%,-5.2,10.3%,-20.1%,21.5%
Cc1cc(C)cc(NC(=O)c2cccn2-c2ncc(C(F)(F)F)cc2Cl)c1,0.9%,-21.6%,4.5%,0.0,-23.7%,-9.9,2.8%,-9.1%,u
Cc1nc2ccccc2c(=O)n1-c1ccc(NS(=O)(=O)c2cc(F)ccc2F)cc1,4.4%,10.9%,-2.7%,6.7,12.5%,11.3,7.7%,11.4%,1.0%
CCOc1ccccc1CNC(=O)CSc1nnc(C)c2c(C)n(-c3ccccc3)nc12,-0.7%,x,x,-4.0,x,x,-5.1%,-2.9%,x
O=C(O)C1CCCCC1C(=O)NCCCc1ccccc1 (stereo not drawn),7.0%,10.7%,-7.8%,0.2,2.6%,-10.1,-10.3%,4.0%,0.5%
CC1=C(C(=O)N2CCOCC2)CC(CC(=O)NCCCN(C)C)C(=O)N1CCCN1CCCC1=O (stereo not drawn),0.7%,5.2%,x,-15.3,20.5%,47.3,2.8%,7.2%,x
CCN1C(=NCc2ccc(OC)cc2)N[C@@H](CCc2ccccc2)[C@H](C(=O)NCc2ccc(OC)cc2)[C@H]1C,0.0%,-3.6%,-16.0%[9.22 µM],-7.3,-6.3%,-5.7,-17.8%,-7.0%,5.5%
O=C(/C=C/c1ccc(Cl)cc1)NCCCn1ccnc1,-1.6%,5.0%,-5.3%,-5.8,8.0%,-11.6,10.6%,21.3%,9.6%
COc1cc(OC)cc(-c2sc3ccc(OC)cc3c2C#CC2(N)CCCCC2)c1,u,u,18.4µM*,35.8*,u,u,u,u,14.6µM*
Cc1ccc(S(=O)(=O)NC2c3cccc4cccc(c34)C2Sc2nncn2C)cc1 (stereo not drawn),-25.1%,1.9%,2.1%,0.1,0.6%,10.4,1.4%,u,u
Cc1cc(OC(C)C(=O)NCCCN2CCCC2=O)c2c(C)c(C)c(=O)oc2c1 (stereo not drawn),10.6%,0.4%,-12.6%,1.5,14.5%,11.3,2.1%,-0.4%,-0.2%
COC(=O)C1(C)NC(c2ccc(C)cc2)C2C(=O)N(c3ccc(F)cc3)C(=O)C21 (stereo not drawn),-6.0%,3.3%,u,-12.2,-0.2%,14.7,1.8%,-1.4%,-1.9%
CCc1ccc(NC(=O)CN(c2ccc3c(c2)OCO3)S(=O)(=O)c2c(C)noc2C)cc1,-4.6%,3.9%,3.9%,-13.2,-1.5%,-6.0,-2.8%,-10.6%,31.0%
CCOc1ccccc1NC(=O)Cn1c(=O)n(CCCCC(=O)NCCCOC)c(=O)c2ccccc21,15.8%,x,x,-0.7,x,x,-1.2%,2.9%,x
CCn1c(SC(C)C(=O)Nc2ccc(N3CCOCC3)cc2)nnc1-c1ccco1 (stereo not drawn),-2.8%,10.1%,-6.5%,1.8,-2.1%,2.9,-5.3%,-3.3%,-1.6%
CCOc1ccc(NC(=O)Cn2ncc3c2-c2cc(C)ccc2OC3)cc1,1.3%,x,x,-1.4,x,x,0.9%,8.8%,x

# Screening data deposited in PubChem by National Center for Advancing Translational Sciences (NCATS).
